High-throughput results from PubChem BioAssay.
Rab9 promoter act – activators of Rab9 promoter; Huh7 Rab9 promoter-luciferase reporter, luminescence, 24 h; 320,000 tested, 2.8% active; Potency, µM (top dose mostly 9.22 µM), inactives show at the top dose activation, negative = inhibition, most hits filed as activators; also: potency is read from the fitted curve at half-maximal effect; % of control where 0% means no effect; nearly all actives have a fitted effect of over 60% in size
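Using Huh7 cells stably transfected with Rab9 promoter–luciferase, compounds were incubated 24 h at 37 °C, 5% CO2; luciferase luminescence was read 10 min after reagent addition.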
Gal4-VP16 FLuc – inhibits Gal4-VP16 luciferase reporter, ROR gamma counter-screen | Drosophila S2 Gal4-VP16 UAS-luciferase, luminescence, 20 h | AID 2546 | 310,000 tested, 3.5% active | Potency, µM (series often up to 53.6 µM), without a hit: top-dose activity, negative = inhibition, actives largely listed as inhibitors;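 also: Gal4-VP16 expression switched on by copper sulfate through the metallothionein promoter; potency is read from the fitted curve at half-maximal effect; % is scaled to controls: 0 for no effect and ±100 for the full control effect; nearly all actives have a fitted effect of over 50% in size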
Menin MLL FP TR – inhibitors of human menin-MLL interaction, mutant MLL peptide; Potency, µM (top dose mostly 61.6 µM), inactives show at the highest dose FP activity change, negative = inhibition, hits mostly inhibitors; AID 1768; Menin + Texas Red MLL mutant peptide, fluorescence polarization; 270,000 tested, 0.23% active; O00255; active = well fitted inhibition curve with a large enough effect in the polarisation, with a control signal flat, not every such curve was filed as active; inconclusive = small, poorly fitted or top-dose-only effect, or effect the other way, or a change in a side signal; inactive = no such curve, though single readings can be large or run the other way; the % refers to the polarisation; also: potency is read from the fitted curve at half-maximal effect; % of control where 0% means no effect; many of its hits are not listed in these tables
NPC1 promoter act – NPC1 promoter activation | AID 485313 | Huh7 NPC1 promoter luciferase reporter, 24 h | Potency, µM (highest dose often 9.22 µM), for inactives: top-dose activation, actives largely listed as activators | 320,000 tested, 2.4% active;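 also: potency is read from the fitted curve at half-maximal effect; % of control where 0% means no effect; nearly all actives have a fitted effect of over 60% in size; reporter is driven by a mutant NPC1 promoter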
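NPC1 promoter–luciferase Huh7 cells; 24 h compound; luminescence.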
KCNH2 3.1 block – KCNH2 3.1 (human) potassium channel inhibition | activity change, % (tested at about 1.8 µM) | U2OS KCNH2 3.1, thallium flux FluxOr; active compounds read low | 340,000 tested, 0.95% active;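 active = maximum activity change below -70%; inconclusive = maximum activity change from -70% to -50%; inactive = maximum activity change above -50%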;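 also: thallium influx rate constant from kinetic fluorescence after stimulation buffer; % is scaled to controls: 0 for no effect and ±100 for the full control effect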
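Normalized rate constant (relative to positive and negative DMSO controls) derived from a 2 min kinetic fluorescence read after stimulation; U2OS cells expressing the 3.1 isoform via virus at 1.77 x 10^8 /mL.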
PKM2 act – activators of human pyruvate kinase M2. 260,000 tested, 0.34% active. purified PKM2, Kinase-Glo ATP luminescence, activation; response scale: 0% is enzyme alone, no compound. P14618. Potency, µM (series often up to 57.5 µM), for the others: at the highest dose activation, hits mostly activators; also: potency is read from the fitted curve at half-maximal effect; % is scaled to controls: 0 for no effect and ±100 for the full control effect; nearly all actives have a fitted effect of over 55% in size
Target sequence (P14618 whole entry, looked up): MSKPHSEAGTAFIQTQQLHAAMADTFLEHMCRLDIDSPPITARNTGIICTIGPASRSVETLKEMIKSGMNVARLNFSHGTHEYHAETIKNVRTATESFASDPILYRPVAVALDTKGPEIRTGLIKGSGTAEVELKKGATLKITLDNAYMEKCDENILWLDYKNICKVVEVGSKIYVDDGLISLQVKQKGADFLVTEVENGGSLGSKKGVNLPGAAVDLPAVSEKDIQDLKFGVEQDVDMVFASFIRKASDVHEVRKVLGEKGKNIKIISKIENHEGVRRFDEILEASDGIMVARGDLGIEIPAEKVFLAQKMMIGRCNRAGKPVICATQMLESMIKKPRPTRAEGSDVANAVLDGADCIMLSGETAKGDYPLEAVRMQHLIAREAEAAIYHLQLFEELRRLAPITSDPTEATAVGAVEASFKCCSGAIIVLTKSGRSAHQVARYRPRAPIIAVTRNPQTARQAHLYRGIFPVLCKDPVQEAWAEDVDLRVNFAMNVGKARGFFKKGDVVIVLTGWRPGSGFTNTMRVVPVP
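hPK-M2, >95% pure; 0.1 mM ADP / 0.5 mM PEP final; imidazole pH7.2 buffer w/ 7 mM MgCl2, 50 mM KCl; 1 h RT; Kinase-Glo lum. Intermediate enzyme activity for dual inhibitor/activator qHTS.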
ELG1 DNA repair – blocks ELG1-dependent DNA repair in HEK293T cells. Potency, µM (highest dose often 46.1 µM), for inactives: at the highest dose activity change, negative = inhibition, usual class: inhibitors. HEK293T ELG1-luciferase reporter, luminescence, 16 h; DNA damage induced by 5-fluorouridine. 330,000 tested, 2.3% active. AID 504467; also: potency is read from the fitted curve at half-maximal effect; % is scaled to controls: 0 for no effect and ±100 for the full control effect; nearly all actives have a fitted effect of over 55% in size
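Overnight (16 hr) co-exposure of 2,000 cells/well to 5-fluorouridine and compound at 37 °C preceded detection. Luciferase was quantified via ONE-Glo luminescence; loss of signal denotes inhibition.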
Mito fusion act – mitochondrial division inhibition or fusion activation | 320,000 tested, 0.23% active | Potency, µM (series often up to 46.1 µM), for inactives: at the top dose growth rescue (activation), actives largely listed as activators | S. cerevisiae fusion-defective mutant growth rescue, CellTiterGlo 48 h | AID 485298;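 also: potency is read from the fitted curve at half-maximal effect; % of control where 0% means no effect; nearly all actives have a fitted effect of over 45% in size; temperature-sensitive fusion mutants such as fzo1-1 at 37 °C on non-fermentable ethanol glycerol medium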
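Luminescent cell viability in 1536-well qHTS format served as the measure of rescued growth in ts fusion-mutant S. cerevisiae cultured on non-fermentable YPEG for 48 hours at 37C.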
MBNL1-CUG inh – blocks human MBNL1 binding to CUG repeat RNA; Q9NR56; TR-FRET MBNL1-His/biotin-(CUG)12 binding, 665/545 ratio; Potency, µM (series often up to 57.5 µM), without a hit: at the top dose activity change, negative = inhibition, usual class: inhibitors; 280,000 tested, 0.036% active; active = well fitted inhibition curve with a large enough effect in the signal ratio, with a control signal flat, not every such curve was filed as active; inconclusive = small, poorly fitted or top-dose-only effect, or effect the other way, or a change in a side signal; inactive = no such curve, though single readings can be large or run the other way; the % refers to the signal ratio; also: potency is read from the fitted curve at half-maximal effect; % is scaled to controls: 0 for no effect and ±100 for the full control effect
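Compound titration spanned 92 nM–58 uM against the MBNL1-His/biotin-(CUG)12 complex. After 60 min at room temperature with 5 nM streptavidin-XL665 and 0.055 ng/ul terbium anti-His, ratiometric 665/545 nm emission (Ex 340 nm) normalized to controls.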
FLuc counter – counter-screen for miR-21 project: firefly luciferase inhibitors or activators; P08659; purified FLuc, Km substrates, luminescence inhibition; Potency, µM (doses to about 57.5 µM), for inactives: at the highest dose activity change, negative = inhibition, most hits filed as inhibitors; 360,000 tested, 6.9% active; AID 588342;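 also: potency is read from the fitted curve at half-maximal effect; plate controls were vehicle for no effect and reference inhibitor for full effect; nearly all actives have a fitted effect of over 55% in size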
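Purified P. pyralis luciferase, 10 nM final, with Km-level 10 uM D-luciferin and 10 uM ATP in 50 mM Tris acetate pH 7.5, 10 mM Mg acetate, 0.01% Tween-20, 0.05% BSA; 6-point qHTS titration about 60 µM downward; luminescence read.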
RORg inh – blocks mouse ROR gamma transcriptional activity; Drosophila S2 Gal4-RORgamma UAS-luciferase reporter, 20 h; Potency, µM (titrated, usually from 53.6 µM), inactives show at the top dose activity change, negative = inhibition, hits mostly inhibitors; 310,000 tested, 5.4% active; P51450; also: potency is read from the fitted curve at half-maximal effect; % is scaled to controls: 0 for no effect and ±100 for the full control effect; nearly all actives have a fitted effect of over 60% in size
Target sequence (P51450 whole entry, looked up, the tested form may be a part): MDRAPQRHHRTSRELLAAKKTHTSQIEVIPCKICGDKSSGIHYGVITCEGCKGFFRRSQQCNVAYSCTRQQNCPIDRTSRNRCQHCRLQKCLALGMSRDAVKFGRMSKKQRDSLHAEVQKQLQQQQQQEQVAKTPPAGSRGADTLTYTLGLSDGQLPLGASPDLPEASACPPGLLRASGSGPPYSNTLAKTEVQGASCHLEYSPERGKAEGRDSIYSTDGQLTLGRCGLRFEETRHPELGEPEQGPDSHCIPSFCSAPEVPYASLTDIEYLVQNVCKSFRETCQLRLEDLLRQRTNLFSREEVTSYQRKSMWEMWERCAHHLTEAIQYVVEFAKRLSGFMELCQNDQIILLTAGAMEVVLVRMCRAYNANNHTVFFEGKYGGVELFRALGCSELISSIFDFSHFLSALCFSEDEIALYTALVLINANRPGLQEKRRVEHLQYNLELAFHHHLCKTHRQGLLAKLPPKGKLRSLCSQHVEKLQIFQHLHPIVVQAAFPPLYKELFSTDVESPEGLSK
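In this cell-based reporter format, copper sulfate (700 uM final) drives Gal4–ROR gamma fusion expression from a metallothionein promoter in Drosophila Schneider cells; compounds preincubated 1 hr, reporter read after 20 hr at ambient temperature.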
Active calls of the source: *; ? = inconclusive; / = not tested or not shown; [ ] = dose if it differs, or a comment. Unless noted, calls follow the shape of the dose curve; as a rule, active = well fitted curve in the direction sought with a large enough effect; inconclusive = small, poorly fitted or top-dose-only effect, or another doubt; inactive = no such curve, though single readings can be large; an effect the other way counts as inactive or inconclusive. An excerpt (hit frequency here may not be typical).

SMILES	Rab9 promoter act	Gal4-VP16 FLuc	Menin MLL FP TR	NPC1 promoter act	KCNH2 3.1 block	PKM2 act	ELG1 DNA repair	Mito fusion act	MBNL1-CUG inh	FLuc counter	RORg inh
Cc1cc(Cl)ccc1OC(C)C(=O)NC(C)C1CCCO1 (stereo unspecified)	2%	-2%	/	-3%	6	-3%	0%	10%	-12%	-1%	-28%
CN1C(=O)C(C)(C)c2cc(S(=O)(=O)N3CCCC(C(=O)NCc4ccc(F)cc4)C3)ccc21 (stereo unspecified)	0%	-12%	-19%	0%	2	19%	-15%	-1%	3%	0%	8%
CC(C)Cn1c(=S)[nH]c2cc(Cl)ccc21	-5%	?	?	-1%	0	0%	-11%	-25%	-4%	-10%	1.6µM*
COc1ccc(C2=NOC(C(=O)Nc3ccc4c(c3)OCCO4)C2)cc1OC (stereo unspecified)	-6%	-6%	22%	0%	-2	/	8%	-37%[inhibitor]	3%	-3%	-18%
O/N=C(/CCc1ccccc1)C1(O)CCCCC1	3%	4%	-8%	-3%	-1	1%	5%	4%	9%	4%	?
CCCCN1C(=O)C2ON(c3ccccc3C)C(c3ccco3)C2C1=O (stereo unspecified)	-7%	8%	15%	0%	-11	12%	-22%	8%	-5%	3%	7%
CCn1c(CNC(=O)c2cccc(C)c2)nnc1SCC(=O)NC1CCCCC1C (stereo unspecified)	3%	-3%	0%	0%	25	-2%	-3%	0%	2%	5%	-12%
COC(=O)c1ccccc1NC(=O)c1cc2ncc(Br)cn2n1	/	-10%	18%	/	-4	-3%	/	-1%	46%[activator]	1%	5%
COC(=O)c1cc(Br)c(=O)n(CCc2ccccc2)c1	-2%	8%	-9%	18%	4	1%	0%	5%	-11%	-3%	-22%
CCC(C)N(C(=O)c1csnn1)C(C(=O)NC(C)(C)C)c1ccccc1 (stereo unspecified)	4%	-8%	/	1%	-9	2%	1%	-1%	-1%	5%	-6%
COc1ccc(OCc2cc(C(=O)NC3Cc4ccccc4C3)no2)c(Cl)c1	-10%	-14%	28%	-24%	-13	-1%	-6%	0%	-2%	3%	-23%
CC(=O)N1CCN(C(=O)c2cc(=O)c3ccccc3o2)CC1	-1%	5%	9%	1%	15	-5%	21%	6%	15%	-1%	11%
Cc1cccc(C(=O)N2CCCCCC2)c1	8%	2%	-4%	2%	1	0%	3%	3%	0%	-2%	0%
Cc1cccc(NC(=O)CN(C)S(=O)(=O)c2ccc3c(c2)n(C)c(=O)c(=O)n3C)c1C	-4%	1%	/	-3%	-1	/	-1%	0%	4%	1%	-13%
COc1cccc(/C=N/NC(=O)C(=O)NCc2cccnc2)c1	1%	-3%	5%	2%	-6	3%	-2%	2%	4%	-4%	-5%
Cc1nc2ccccc2nc1N1CCCCC1	6%	16%	-11%	-2%	0	-27%	18%	-3%	1%	?	19%
CC(C)c1ccc(NC(=O)[C@@H]2CCC(=O)N2C2OC(=O)c3ccccc32)cc1 (stereo partly specified)	?	?	-2%	?	8	0%	?	1%	3%	?	?
Cc1cc(C(=O)NC2CC(C)(C)Cc3c2cnn3-c2ccccc2C)c(C)o1 (stereo unspecified)	8%	-4%	-19%	-4%	-3	1%	?	0%	-6%	-4%	9%
CCOc1cc(C(=O)OCC(=O)N(C)c2ccccc2)cc(OCC)c1OCC	11%	7%	1%	-32%[inhibitor]	3	-8%	?	-3%	0%	-1%	16%
COc1ccccc1CCNCc1ccc(OC)c(OCc2ccccc2)c1	-13%	-9%[0.365 µM]	-7%	-1%	?	-5%	-1%	7%	-12%	3%	?
O=C(O)c1cc(N=Nc2c(O)[nH]c3ccc([N+](=O)[O-])cc23)ccc1Cl	23%	3%	?	5%	-9	/	2%	14%	?	-1%	0%
O=[N+]([O-])c1ccc(-n2nncc2-c2ccccc2)cc1	-4%	1%	-21%	-5%	-9	13%	3%	5%	?	-7%	1%
CCc1nnc(NC(=O)CSc2nc(C3CCCCC3)nc3ccccc23)s1	-2%	-16%	/	-3%	16	1%	7%	2%	1%	4%	?
COC(=O)c1ccc(CSc2nnc(N)s2)o1	-3%	7%	15%	0%	1	-6%	8%	0%	-7%	-3%	6%
CCN=C1SC(C(=O)Nc2cc(Cl)cc(Cl)c2)CC(=O)N1CC (stereo unspecified)	-3%	3%	12%	1%	-21	9%	6%	3%	-8%	1%	7%
COc1cc2cc(CN(CCc3cccc(C)c3)C(=S)NCCCN3CCOCC3)c(=O)[nH]c2cc1OC	-14%	?	0%	0%	0	-20%	?	0%	11%	-1%	7.1µM*
Cc1cc(C)nc(NC(=NCCc2c[nH]c3ccccc23)NC(=O)Nc2cccc([N+](=O)[O-])c2)n1	-6%	?	?	-5%	-49	-5%	5.2µM*	2%	-1%	0%	1%
CN(CC(=O)Nc1ccccc1C(F)(F)F)C(=O)C1CC1	-1%	/	/	-4%	22	/	1%	-1%	/	1%	/
CCN(Cc1nc2cc(Cl)ccc2c(=O)[nH]1)C(=O)COc1ccccc1Cc1ccccc1	-9%	/	/	0%	-13	/	-12%	-2%	/	2%	/
Cc1ccc(S(=O)(=O)N2CCN(C(=O)CSc3ccc(F)cc3)CC2)cc1	-2%	-6%	-16%	-1%	-7	13µM*	3%	15%	-9%	-2%	7%
O=C(Nc1ccc(S(=O)(=O)N2CCCc3ccccc32)cc1)C1CCCO1 (stereo unspecified)	-4%	2%	8%	-4%	-7	0%	-3%	9%	5%	-15%	6%
O=C(NNc1ccc(F)cc1F)c1c(F)cccc1Cl	2%	-5%	/	2%	-2	?	19%	0%	-6%	-2%	2%
Cc1ccsc1-c1ccnc(-n2cccc2)n1	12%	17%	-5%	4%	-5	6%	?	-1%	?	?	4%
N/C(=N\OC(=O)c1cccc2ccccc12)c1ccc(Br)cc1	13%	5µM*	?	15%	-2	-15%	?	1%	-14%	?	10µM*
Cc1cc(NC(=O)CN2C(=O)NC(CCc3ccccc3)C2=O)no1 (stereo unspecified)	0%	9%	3%	-2%	-40	-2%	-5%	-4%	-7%	-1%	2%
CCN=C1SC(CC(=O)Nc2ccc(C)cc2)C(=O)N1CC (stereo unspecified)	1%	-6%	8%	-4%	1	-5%	?	-2%	?	6%	12%

Ordered by formula weight (highest first): some entries from above
SMILES	Rab9 promoter act	Gal4-VP16 FLuc	Menin MLL FP TR	NPC1 promoter act	KCNH2 3.1 block	PKM2 act	ELG1 DNA repair	Mito fusion act	MBNL1-CUG inh	FLuc counter	RORg inh
O=C(Nc1ccc(S(=O)(=O)N2CCCc3ccccc32)cc1)C1CCCO1 (stereo unspecified)	-4%	2%	8%	-4%	-7	0%	-3%	9%	5%	-15%	6%
CC(C)c1ccc(NC(=O)[C@@H]2CCC(=O)N2C2OC(=O)c3ccccc32)cc1 (stereo partly specified)	?	?	-2%	?	8	0%	?	1%	3%	?	?
Cc1cc(C(=O)NC2CC(C)(C)Cc3c2cnn3-c2ccccc2C)c(C)o1 (stereo unspecified)	8%	-4%	-19%	-4%	-3	1%	?	0%	-6%	-4%	9%
N/C(=N\OC(=O)c1cccc2ccccc12)c1ccc(Br)cc1	13%	5µM*	?	15%	-2	-15%	?	1%	-14%	?	10µM*
CCCCN1C(=O)C2ON(c3ccccc3C)C(c3ccco3)C2C1=O (stereo unspecified)	-7%	8%	15%	0%	-11	12%	-22%	8%	-5%	3%	7%
Cc1cc(Cl)ccc1OC(C)C(=O)NC(C)C1CCCO1 (stereo unspecified)	2%	-2%	/	-3%	6	-3%	0%	10%	-12%	-1%	-28%
Cc1ccsc1-c1ccnc(-n2cccc2)n1	12%	17%	-5%	4%	-5	6%	?	-1%	?	?	4%
